ALOX12 inhib = blocks human 12-lipoxygenase activity | P18054 | purified 12-hLO, xylenol orange hydroperoxide absorbance | Potency, µM (doses to about 57.1 µM), inactives show top-dose activity change, negative = inhibition, hits mostly inhibitors | 0.12% of 150,000 active; further: potency means the concentration at half of the fitted maximal effect; nearly all actives have a fitted effect of over 55% in size; many of its hits are not listed in these tables
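150 nM 12hLO, 25 mM Hepes pH 7.0 + 0.01% Triton X-100; cpd preinc 15 min RT; 40 uM arachidonic acid, 30 min RT; Fe-XO 30 min; A573/A405 ratio as read-out.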
PNC inhibitor = inhibitors of perinucleolar compartment assembly; 3.1% of 140,000 active; activity change (PNC), negative = inhibition, % at 10 µM; PC3M PTB-GFP, PNC prevalence imaging, 16 h; stronger effect = lower value;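 active means readout at or below -70, meaning at least 70% loss of cells showing the perinucleolar compartment, a nuclear body marking cancer cells; inconclusive means readout between -30 and a set limit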;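 further: plate controls were DMSO wells for no effect and camptothecin positive control wells for full effect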
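Compounds are pinned in duplicate onto adhered PC3M cells stably expressing GFP-tagged PTB and incubated 16 h at 37 C. Cells are then fixed, nuclei stained with Hoechst, and PNC-positive cells counted.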
ALOX15B inhib = 15-hLO-2 (ALOX15B) enzyme inhibition; O15296; purified 15hLO-2, xylenol orange hydroperoxide absorbance; Potency, µM (series often up to 57.1 µM), inactives show top-dose activity change, negative = inhibition, actives largely listed as inhibitors; 0.56% of 110,000 active; AID 881; further: potency means the concentration at half of the fitted maximal effect; nearly all actives have a fitted effect of over 60% in size; many of its hits are not listed in these tables
Target sequence (O15296 whole entry, looked up): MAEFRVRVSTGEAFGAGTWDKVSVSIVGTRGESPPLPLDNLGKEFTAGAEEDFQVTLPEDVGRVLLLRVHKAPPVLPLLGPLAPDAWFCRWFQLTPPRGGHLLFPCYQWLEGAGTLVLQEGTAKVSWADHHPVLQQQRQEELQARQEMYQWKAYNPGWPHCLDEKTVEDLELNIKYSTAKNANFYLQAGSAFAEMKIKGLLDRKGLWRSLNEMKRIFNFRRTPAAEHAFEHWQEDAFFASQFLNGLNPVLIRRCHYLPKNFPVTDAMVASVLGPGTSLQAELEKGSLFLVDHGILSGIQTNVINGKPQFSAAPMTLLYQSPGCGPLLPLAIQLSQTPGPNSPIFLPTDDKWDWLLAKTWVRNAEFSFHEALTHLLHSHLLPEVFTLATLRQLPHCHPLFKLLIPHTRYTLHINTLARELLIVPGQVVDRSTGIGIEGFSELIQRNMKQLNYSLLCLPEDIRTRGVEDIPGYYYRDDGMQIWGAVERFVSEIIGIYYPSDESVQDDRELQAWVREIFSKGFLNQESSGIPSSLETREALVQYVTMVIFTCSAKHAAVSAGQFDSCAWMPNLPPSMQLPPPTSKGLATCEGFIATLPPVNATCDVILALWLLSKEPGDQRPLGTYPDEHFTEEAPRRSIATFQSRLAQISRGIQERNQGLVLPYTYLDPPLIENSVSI
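Purified human 15hLO-2 (50 nM final) preincubated with compounds 15 min at room temperature in 25 mM Hepes pH 7.5, 0.01% Triton X-100, then 45 uM arachidonic acid added for 90 min; hydroperoxide detected via ferrous/xylenol orange, 573/405 nm absorbance ratio.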
IMPase inh = cell-permeable inhibitors of inositol monophosphatase (IMPase); AID 901; inhibition (IP1 accumulation), % at 46.1 µM; 120,000 tested, under 10 active; P97697; CHO-M1 cells, IP1 accumulation, HTRF TR-FRET ratio; active means well fitted curve in the direction sought with a large enough effect in the signal ratio, not every such curve was filed as active; inconclusive means small, poorly fitted or top-dose-only effect, or a change in a side signal; inactive means no such curve, though single readings can be large or run the other way; the % refers to the signal ratio;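 further: cells stimulated with carbachol in lithium chloride buffer; plate controls were DMSO basal wells for no effect and reference inhibitor wells for full effect; higher means more IMPase inhibition seen as more IP1 and lower FRET ratio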
Target sequence (P97697 whole entry, looked up): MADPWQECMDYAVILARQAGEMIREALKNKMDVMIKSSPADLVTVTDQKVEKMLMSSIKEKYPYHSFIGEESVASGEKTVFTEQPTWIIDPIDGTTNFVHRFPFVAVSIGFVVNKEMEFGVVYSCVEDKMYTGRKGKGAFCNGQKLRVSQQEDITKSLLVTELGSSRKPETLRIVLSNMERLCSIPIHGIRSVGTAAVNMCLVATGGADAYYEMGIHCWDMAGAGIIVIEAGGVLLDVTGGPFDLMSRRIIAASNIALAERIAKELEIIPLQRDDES
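CHO-M1 cells (CHO stably expressing M1 receptor), compound up to 46 uM final, stimulated with carbachol (50 uM as added) in buffer with 50mM LiCl, pH 7.4, 30 min at 37C. Cytosolic IP1 read by TR-FRET; AC50 from Hill fits.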
An asterisk follows results filed as active; [ ] = remark or other dose. Unless noted, the call rests on the fitted dose curve; in most records, active means well fitted curve in the direction sought with a large enough effect; inconclusive means small, poorly fitted or top-dose-only effect, or another doubt; inactive means no such curve, though single readings can be large; an effect the other way counts as inactive or inconclusive. Unless noted, on the % scale 0 is the no-effect control and ±100 the full control effect.

Results for CCC1(C)Cc2c(sc3nc(SC)nc(NCCN(C)C)c23)CO1 (stereo not given) ?
ALOX12 inhib: 7%; PNC inhibitor: 23; ALOX15B inhib: 40%[activator]; IMPase inh: -3

Results for CCN(CC)S(=O)(=O)c1ccc(N2C(=O)CC2(/C=C/c2ccccc2)C(=O)NC2CCCC2)cc1 (stereo not given) ?
ALOX12 inhib: 1%; PNC inhibitor: -9

How did Nc1nonc1OCCc1ccccc1 do in these assays?
ALOX12 inhib: -2%; PNC inhibitor: inconclusive; ALOX15B inhib: -4%; IMPase inh: -4

Results for CC(C)C(=O)Nc1cc(S(=O)(=O)Nc2ccc(Cl)cc2)ccc1Cl ?
ALOX12 inhib: -4%; PNC inhibitor: -9; IMPase inh: 9

How did CCOc1cc(C2C(C(=O)c3ccc(C)o3)=C(O)C(=O)N2CCc2ccccc2)ccc1O (stereo not given) do in these assays?
ALOX12 inhib: -14%; PNC inhibitor: 59; ALOX15B inhib: -12%; IMPase inh: -4

How did O=c1oc2c3c4c(cc2c(C(F)(F)F)c1CCN1CCOCC1)CCCN4CCC3 do in these assays?
ALOX12 inhib: -5%; PNC inhibitor: -13; ALOX15B inhib: 6%[2.29 µM]; IMPase inh: 0

How did CCSc1nnc(NC(NC(=O)c2ccco2)(C(F)(F)F)C(F)(F)F)s1 do in these assays?
ALOX12 inhib: -3%; PNC inhibitor: 20; ALOX15B inhib: -2%; IMPase inh: 0

Results for Cc1nc2ccccc2nc1OCc1ccccc1 ?
ALOX12 inhib: 1%; PNC inhibitor: 1

How did CC1(C)CC(=O)c2cc(C(=O)NCc3ccco3)c(=O)n(-c3ccccc3)c2C1 do in these assays?
ALOX12 inhib: 0%; PNC inhibitor: -4; ALOX15B inhib: 2%; IMPase inh: 12

What do the screens show for `COc1ccc(NC(=S)N/C(=N/CS(=O)(=O)c2ccccc2)c2ccccc2)cc1`?
ALOX12 inhib: -14%; PNC inhibitor: inconclusive; IMPase inh: 8

How did CC(=O)NCC(=O)OC(C(=O)c1ccccc1)c1ccc(Cl)cc1 (stereo not given) do in these assays?
ALOX12 inhib: 1%; PNC inhibitor: inconclusive

Results for O=C(CSc1nc2cc(Cl)ccc2o1)N1CCOCC1 ?
ALOX12 inhib: -2%; PNC inhibitor: inconclusive; ALOX15B inhib: -7%; IMPase inh: 28

How did CCOCCOC(=O)C1=C(C)N(C)C(=O)NC1c1cc(Cl)c(O)c(OC)c1 (stereo not given) do in these assays?
ALOX12 inhib: -2%; PNC inhibitor: inconclusive; ALOX15B inhib: 6%; IMPase inh: 0

What do the screens show for `CCOC(=O)c1ccc(NC(=O)CSc2nnc(-c3cccs3)n2CC)cc1`?
ALOX12 inhib: -4%; PNC inhibitor: 21; ALOX15B inhib: -7%; IMPase inh: 2

What do the screens show for `Cc1noc(C)c1CSCC(=O)OCC(=O)Nc1sccc1C#N`?
ALOX12 inhib: 7%; PNC inhibitor: -8; ALOX15B inhib: -5%; IMPase inh: 13

Part of the list above in order of molecular weight, lowest first.
How did CC(=O)NCC(=O)OC(C(=O)c1ccccc1)c1ccc(Cl)cc1 (stereo not given) do in these assays?
ALOX12 inhib: 1%; PNC inhibitor: inconclusive

Results for CCC1(C)Cc2c(sc3nc(SC)nc(NCCN(C)C)c23)CO1 (stereo not given) ?
ALOX12 inhib: 7%; PNC inhibitor: 23; ALOX15B inhib: 40%[activator]; IMPase inh: -3

How did CCOCCOC(=O)C1=C(C)N(C)C(=O)NC1c1cc(Cl)c(O)c(OC)c1 (stereo not given) do in these assays?
ALOX12 inhib: -2%; PNC inhibitor: inconclusive; ALOX15B inhib: 6%; IMPase inh: 0

How did CCSc1nnc(NC(NC(=O)c2ccco2)(C(F)(F)F)C(F)(F)F)s1 do in these assays?
ALOX12 inhib: -3%; PNC inhibitor: 20; ALOX15B inhib: -2%; IMPase inh: 0

What do the screens show for `COc1ccc(NC(=S)N/C(=N/CS(=O)(=O)c2ccccc2)c2ccccc2)cc1`?
ALOX12 inhib: -14%; PNC inhibitor: inconclusive; IMPase inh: 8

Further records follow.
How did O=C(CS(=O)(=O)c1ccccc1)c1ccc2c(c1)OCCO2 do in these assays?
ALOX12 inhib: 7%; PNC inhibitor: inconclusive; ALOX15B inhib: 3%; IMPase inh: -5

Results for COCCOC(=O)c1c(C)oc2ccc(O)c(CN3CCC(C)CC3)c12 ?
ALOX12 inhib: 0%; PNC inhibitor: -110*; ALOX15B inhib: 7%; IMPase inh: 9

What do the screens show for `CCn1cc(C(=O)NCC(=O)OC)c2cc(OC)c(OC)cc2c1=O`?
ALOX12 inhib: 2%; PNC inhibitor: -20; ALOX15B inhib: 7%; IMPase inh: 4

How did Cc1ccccc1OCC(O)Cn1c(SC(C)C)nc2c1c(=O)[nH]c(=O)n2C (stereo not given) do in these assays?
ALOX12 inhib: -21%; PNC inhibitor: inconclusive; ALOX15B inhib: inconclusive; IMPase inh: -1

Results for CCCCC1CC1C(=O)Nc1ncc2c(n1)CC(C)(C)CC2=O (stereo not given) ?
ALOX12 inhib: -8%; PNC inhibitor: inconclusive; ALOX15B inhib: -2%; IMPase inh: 11

Results for CN(C)[C@@H]1CCC[C@@H]1OC(=O)C(c1ccccc1)c1ccccc1 ?
ALOX12 inhib: 1%; PNC inhibitor: inconclusive; IMPase inh: inconclusive

How did Fc1ccc(C2NCCn3cccc32)cc1 (stereo not given) do in these assays?
ALOX12 inhib: 5%; PNC inhibitor: 36; ALOX15B inhib: 36%[activator]; IMPase inh: 1

Results for O=C1c2cccnc2C(=O)N1c1cccc(-c2nc3ccccc3o2)c1 ?
ALOX12 inhib: -1%; PNC inhibitor: inconclusive; ALOX15B inhib: 8%; IMPase inh: 4

Results for O=C(Nc1ccc(SC(F)F)cc1)c1ccc2nccnc2c1 ?
ALOX12 inhib: -7%; PNC inhibitor: -22; ALOX15B inhib: -2%; IMPase inh: 2

How did CCn1cc(CNC(=O)c2cc([N+](=O)[O-])c(C)c([N+](=O)[O-])c2)cn1 do in these assays?
ALOX12 inhib: -7%; PNC inhibitor: 4

What do the screens show for `O=C(CCc1nc2ccccc2[nH]1)Nc1ccc2c(c1)OCCO2`?
ALOX12 inhib: 0%; PNC inhibitor: 47

Results for CC[C@@]1(O)C(=O)OCc2c1cc1n(c2=O)Cc2cc3cc(O)ccc3nc2-1 ?
ALOX12 inhib: -15%; ALOX15B inhib: -30%

How did CCOc1ccc(CCNC(=O)CN(C)S(=O)(=O)c2cccc3nsnc23)cc1OCC do in these assays?
ALOX12 inhib: -6%; PNC inhibitor: 17; ALOX15B inhib: 5%; IMPase inh: -3

What do the screens show for `COc1cccc(NC(=O)c2ccc(NC(C)=O)cc2)c1`?
ALOX12 inhib: 2%; PNC inhibitor: -1; ALOX15B inhib: -1%; IMPase inh: 1

Results for CCC1CCCCN1S(=O)(=O)c1ccc2c(c1)CCN2C(=O)C1CCC1 (stereo not given) ?
ALOX12 inhib: 11%; PNC inhibitor: 72; ALOX15B inhib: -6%; IMPase inh: 9

Results for N/C(=N\OC(=O)COc1ccccc1Cl)c1ccccn1 ?
ALOX12 inhib: -2%; PNC inhibitor: 8

How did COc1cc(C(=O)OCCn2c(=O)c3c(ncn3CCN(C)C)n(C)c2=O)cc(OC)c1OC do in these assays?
ALOX12 inhib: 4%; PNC inhibitor: 11

What do the screens show for `Cc1ccc(NC(=O)C2c3ccccc3Oc3ccccc32)c(C)c1`?
ALOX12 inhib: -2%; PNC inhibitor: -23; IMPase inh: 8

What do the screens show for `Cc1ccc(-n2[nH]c(C)c(C=Nc3cc(C)ccn3)c2=O)cc1`?
ALOX12 inhib: 10%; PNC inhibitor: -27; ALOX15B inhib: 19%; IMPase inh: -2

What do the screens show for `CN(C)C(=O)N1CCN(C(=O)c2ccco2)CC1`?
ALOX12 inhib: 2%; PNC inhibitor: inconclusive; ALOX15B inhib: -1%; IMPase inh: -7

How did O=C(O)C1CC(=O)N(CCOc2ccccc2)C1 (stereo not given) do in these assays?
ALOX12 inhib: -1%; PNC inhibitor: inconclusive; ALOX15B inhib: 4%; IMPase inh: 12

What do the screens show for `CC1(C)C(=O)OC(c2ccccc2)C2(CCCC2)C1=O` (stereo not given)?
ALOX12 inhib: 0%; PNC inhibitor: -14; ALOX15B inhib: -8%; IMPase inh: -2

Results for CCOC(=O)C1=NN(c2ccccc2C)C2=NC(C)=C(C(=O)OC)C(c3cccc(OC)c3)N12 (stereo not given) ?
ALOX12 inhib: -6%; PNC inhibitor: inconclusive

Results for COC(=O)CN(c1ccc(C(C)C)cc1)S(=O)(=O)c1c(C)[nH]c(=O)[nH]c1=O ?
ALOX12 inhib: 0%; PNC inhibitor: inconclusive; ALOX15B inhib: -3%; IMPase inh: 0

How did C=CCn1c(=NC(=O)CC)n(C)c2ccccc21 do in these assays?
ALOX12 inhib: -5%; PNC inhibitor: -29

What do the screens show for `CCCOC(=O)c1ccc(Oc2coc3c(CN(CC)CC)c(O)ccc3c2=O)cc1`?
ALOX12 inhib: -5%; PNC inhibitor: 15

What do the screens show for `CC1(C)C2CCC1(CS(=O)(=O)NCc1ccc(C(=O)O)cc1)C(=O)C2` (stereo not given)?
ALOX12 inhib: 2%; PNC inhibitor: -14; ALOX15B inhib: 1%; IMPase inh: 7

How did CCCn1c(SCC(=O)Nc2nnc(C(C)C)s2)nc2c1c(=O)n(C)c(=O)n2C do in these assays?
ALOX12 inhib: 1%; PNC inhibitor: -7; ALOX15B inhib: -6%; IMPase inh: 10

Results for CC/C=C/C#N ?
ALOX12 inhib: 1%; ALOX15B inhib: 8%

How did CCNC(=O)NC1(C(=O)Nc2ccc3c(c2)OCCO3)CCCCC1 do in these assays?
ALOX12 inhib: 6%; PNC inhibitor: inconclusive; ALOX15B inhib: 15%; IMPase inh: -6

What do the screens show for `O=C(NCc1ccc2c(c1)OCO2)c1cc2ncc(Br)cn2n1`?
ALOX12 inhib: -9%; PNC inhibitor: -28; ALOX15B inhib: -5%; IMPase inh: 6

How did CCOC(=O)c1[nH]c(C)c(CN(CCc2ccccc2)C(=O)CCC(=O)O)c1C do in these assays?
ALOX12 inhib: 6%; PNC inhibitor: -18; ALOX15B inhib: -10%; IMPase inh: -13

Results for CCN1/C(=C2\SC(=S)N(Cc3ccccc3)C2=O)Sc2ccccc21 ?
ALOX12 inhib: 5%; PNC inhibitor: inconclusive; IMPase inh: 1

What do the screens show for `CCOc1ccc(C(=O)NC(=S)Nc2ccccc2OC)cc1[N+](=O)[O-]`?
ALOX12 inhib: 0%; PNC inhibitor: -17

Results for Cc1nc(N2CCOCC2)c2nc(-c3ccccc3)n(CCN(C)C)c2n1 ?
ALOX12 inhib: -1%; ALOX15B inhib: 31%[activator]

How did COc1ccc(NC(=O)CCCN2C(=O)/C(=C\c3ccco3)SC2=S)cc1 do in these assays?
ALOX12 inhib: -5%; PNC inhibitor: -21; IMPase inh: 33[activator]

What do the screens show for `Cc1cccc(C(=O)Nc2ccc(O)cc2)c1`?
ALOX12 inhib: -12%; PNC inhibitor: -3; ALOX15B inhib: 3%; IMPase inh: -6

How did COc1ccc(Nc2nc(N3CCCC3)nc3ccccc23)c(OC)c1 do in these assays?
ALOX12 inhib: 1%; PNC inhibitor: 34; ALOX15B inhib: 29%; IMPase inh: 13

Results for CCN(CC)C(=O)C1CCCN(Cc2ccccc2C(F)(F)F)C1 (stereo not given) ?
ALOX12 inhib: -8%; PNC inhibitor: 5; ALOX15B inhib: -6%; IMPase inh: 0

Results for Cc1ccc(-c2cc(C(=O)N/N=C\c3cnn(C)c3C)c3ccccc3n2)cc1C ?
ALOX12 inhib: -7%; PNC inhibitor: inconclusive; ALOX15B inhib: 30%[activator]; IMPase inh: 8

Results for Nc1ccc(S(=O)(=O)Nc2ccnn2-c2ccccc2)cc1 ?
ALOX12 inhib: -3%; ALOX15B inhib: 4%; IMPase inh: 0[20.6 µM]

Results for Cc1nn(CCC(=O)NNC(=S)Nc2ccc(F)cc2)c(C)c1[N+](=O)[O-] ?
ALOX12 inhib: -1%; PNC inhibitor: 65; IMPase inh: -5

Assay outcomes as filed in PubChem.

An excerpt. The share of hits here may be higher or lower than overall.
